EP2 antag – human EP2 receptor antagonists, primary screen, TR-FRET cAMP, C6 glioma cells. Prostaglandin E2 receptor EP2 subtype (Homo sapiens), P43116. C6 glioma cells expressing human EP2; cells stimulated with saturating PGE2. inhibition, % at 25 µM. 0.52% of 260,000 active;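 active = percent inhibition above 40 after rounding to a whole number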;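 also: rat C6 glioma host cells with rolipram phosphodiesterase inhibitor present; the protocol text gives 20 µM as final concentration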
Target sequence (P43116 whole entry, looked up): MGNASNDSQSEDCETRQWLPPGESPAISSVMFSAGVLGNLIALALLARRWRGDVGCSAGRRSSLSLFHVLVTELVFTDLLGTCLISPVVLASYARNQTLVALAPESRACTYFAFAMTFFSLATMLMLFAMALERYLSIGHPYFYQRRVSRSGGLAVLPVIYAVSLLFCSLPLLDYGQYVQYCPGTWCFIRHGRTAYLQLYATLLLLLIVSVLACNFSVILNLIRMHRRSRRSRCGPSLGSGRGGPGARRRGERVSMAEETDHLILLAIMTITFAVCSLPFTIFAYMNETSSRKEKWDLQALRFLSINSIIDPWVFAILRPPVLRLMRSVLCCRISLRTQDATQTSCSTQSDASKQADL
Starred values were filed as active, the others as inactive. These rows are one share of the data; count on the stated rates, not on these rows.

SMILES	EP2 antag
C#CCNC(=O)C1=C[C@H](C(C)(C)C)C[C@H](OCCCCO)O1	23
CCN1CCc2nc(N)oc2CC1	10
COCC(=O)N(Cc1cc2cc(C)ccc2[nH]c1=O)c1cc(C)ccc1C	14
COC(=O)c1ccc(NC(=S)N2CCC3(CC2)OCCO3)cc1	7
O=C(NC1CCCCC1)C(c1ccc(Cl)cc1)N(Cc1ccco1)C(=O)c1ccco1 (stereo unspecified)	10
COC(=O)c1c(NC(=O)C2COc3ccccc3O2)sc2c1CCC2 (stereo unspecified)	11
CO[C@@H]1/C=C\O[C@@]2(C)Oc3c(C)c(O)c4c(c3C2=O)C(=N[C@H]2CC[C@H](O)O[C@@H]2C)C=C(NC(=O)/C(C)=C\C(=O)[C@@H]2C[C@H]2[C@@H](O)[C@H](C)[C@@H](O)[C@H](C)[C@H](OC(C)=O)[C@@H]1C)C4=O	39
COc1cc2cc(CN(C(C)=O)C3CCCC3)c(=O)[nH]c2cc1OC	12
Fc1ccc(CN(CCCn2ccnc2)Cc2ccccc2F)cc1F	4
CCc1c(C)[nH]c2ccc(C)cc2c1=S	16
CCc1ccc2[nH]c(=O)c(CN(Cc3ccco3)C(=O)Nc3ccccc3Cl)cc2c1	7
Cc1nc(NCCNC(=O)c2ccccc2)c2c3c(sc2n1)CCCC3	18
Cn1c(=O)c2c(-c3ccc4c(c3)OCO4)c3c(nc2n(C)c1=O)-c1ccccc1C3O (stereo unspecified)	17
C/C(=N\S(=O)(=O)c1ccc(Cl)c(Cl)c1)OCC(C)(C)C	10
CC(C)N(C(=O)CSc1nc2c(c(=O)n(C)c(=O)n2C)n1C)C(C)C	5

Next section; it opens with the three that closed the last part.
SMILES	EP2 antag
Cn1c(=O)c2c(-c3ccc4c(c3)OCO4)c3c(nc2n(C)c1=O)-c1ccccc1C3O (stereo unspecified)	17
C/C(=N\S(=O)(=O)c1ccc(Cl)c(Cl)c1)OCC(C)(C)C	10
CC(C)N(C(=O)CSc1nc2c(c(=O)n(C)c(=O)n2C)n1C)C(C)C	5
COc1ccc(NC(=O)c2ccco2)cc1NC(=O)c1ccc(OC(C)C)cc1	11
O=C(NCCc1nc(-c2ccncc2)n[nH]1)C1(c2ccccc2)CC1	6
N#Cc1cc2cc3c(cc2nc1SCC(=O)NCCc1ccccc1)OCCO3	38
CC1(C)Cc2ccccc2-c2nnc(SCc3ccc(F)cc3)n21	9
COc1ccc2[nH]c(=O)c(CN(CC3CCCO3)S(=O)(=O)c3ccccc3C(F)(F)F)cc2c1 (stereo unspecified)	7
CCc1cc2ccc(OC)cc2nc1SCC(=O)NCCc1ccc(OC)c(OC)c1	15
COc1cc(OC)c2c(OC)c(-c3ccc4c(c3)OCO4)c(=O)oc2c1	12
COc1cc2sc3ccc(-c4ccc(N(C)C)nc4)cc3c(=O)c2cc1OC	15
COc1cc(-c2ccc3oc(-c4ccsc4)c(C#CC4(O)CCCCC4)c3c2)cc(OC)c1OC	9
Cc1cc2cc(NS(=O)(=O)c3cn(C)nc3C)ccc2o1	1
CCC(c1nnnn1C(C)(C)CC)N(CCO)Cc1cc2ccc(C)cc2[nH]c1=O (stereo unspecified)	7
CCn1c(=O)c2c(nc(SCC(=O)NC3CCCC3)n2C)n(C)c1=O	7
COCC(=O)N(Cc1cc2ccc(C)cc2[nH]c1=O)c1cccc(C)c1C	7
O=C(C1CCCN(S(=O)(=O)c2ccc(Cl)cc2)C1)N1CCc2ccccc2C1 (stereo unspecified)	13
CCc1nc2ccccc2n1CC(O)COc1ccccc1C(C)=O (stereo unspecified)	9
C=CCn1c(SCC(=O)Nc2ccccc2F)nc2sc(C)c(C)c2c1=O	16
Cc1cccc(-c2nc(NCCN(C)C)c3ccccc3n2)c1	8
CCN(Cc1ccccc1)C(c1cc2cc(C)cc(C)c2[nH]c1=O)c1nnnn1C(C)(C)C (stereo unspecified)	32
O=C(NCC1COc2ccccc2O1)C(=O)N1CCOCC1 (stereo unspecified)	8
Nc1nc(-c2ccccc2)c(-c2ccccc2)c(-c2nc(N)nc(-c3ccccc3)c2-c2ccccc2)n1	48*
CNc1ncccc1CN1CCc2cc(OC)c(OC)cc2C1c1ccccc1F (stereo unspecified)	7
CC(=O)OC1CCC2(C)C(CCC3C2CC(OC(C)=O)C2(C)C3C[C@@H]3O[C@]4(CC[C@@H](C)CO4)[C@@H](C)C32)C1 (stereo partly specified)	12
CCOc1ccc(NC(=O)N2CCc3nc(N4CCOCC4)[nH]c(=O)c3C2)cc1	5
COC(=O)c1ccccc1NC(=O)COC(=O)CSc1nc2ccccc2[nH]1	13
CCCS(=O)(=O)N1CCCC(c2nc(-c3ccc(C(C)C)cc3)no2)C1 (stereo unspecified)	7
COC(=O)c1c(-c2cc(OC)c(OC)c(OC)c2)c2ccnc(OCc3ncccn3)c2c(=O)n1Cc1ccnc(C)c1	12
CCn1c(CSc2nc(C)cc(C)n2)nnc1SCC(=O)Nc1ccc(F)cc1	11
O=S(=O)(Nc1ccc(O)cc1)c1cccs1	10
O=C(CCc1ccccc1F)N1CCCC(c2noc(-c3ccccn3)n2)C1 (stereo unspecified)	8
CCOCCCNC(=O)c1ccco1	13
CCOc1ccc2[nH]c(=O)c(CN(Cc3ccccc3)C(C)=O)cc2c1	9
Cc1ccc(N2CCN(CC(O)c3ccc4c(c3)OCCCO4)CC2)c(C)c1 (stereo unspecified)	1
COc1ccc(-c2cc(=O)oc3c(C)c(OCC(=O)N(C)C)ccc23)cc1	6
Cc1ccc(-c2nnc(N(C(=O)C3CC3)C3CCCC3)s2)cc1	17
Cc1cc(C)c(NC(=O)C2CCCN(S(=O)(=O)c3ccc(-n4cnnn4)cc3)C2)c(C)c1 (stereo unspecified)	8
O=C1c2ccccc2S(=O)(=O)c2cc(C(=O)N3CCN(C(=O)c4ccccc4)CC3)ccc21	9
CCOc1ccc(CNCCNC(=O)c2ccco2)cc1	8
CCC1CCCCN1C(=O)CSc1nnc(-c2ccccc2C)o1 (stereo unspecified)	9
Cc1ccc(NC(=O)CNCc2cccs2)cc1Br	4
CCOc1cc(/C=C2\C(=O)NC(=O)N(c3ccc4c(c3)OCO4)C2=O)ccc1O	12
Cc1ccccc1-c1nnc(SCC(=O)N2c3ccccc3CCc3ccccc32)o1	8
O=C(c1cccc(Cl)c1)N1CCN(Cc2ccc3c(c2)OCO3)CC1	13
Cc1cc(CNC(=O)COc2ncnc3ccccc23)c2[nH]c(C)c(C)c2c1	12
Cc1cc(C)n2nc(C(=O)NC3(c4cccc(F)c4)CCCC3)cc2n1	2
COc1cccc(-n2c(SCC(=O)NC(C)(C)C)nnc2-c2cccnc2)c1	8
Cc1cc(C(C)(C)C)cc(CNC2CCCCC2)c1O	5
CC1CCN(C(=O)CSc2nc(C(C)C)nc3ccccc23)CC1	15
COc1cccc(-c2ccc(=O)n(CC(=O)Nc3nc(C45CC6CC(CC(C6)C4)C5)cs3)n2)c1	10
COCCNC(=O)Cn1cc(/C=C2\C(=O)NC(=S)N(c3cc(C)cc(C)c3)C2=O)c2ccccc21	8
CCOC(=O)c1sc(NC(=O)c2ccc(C)cc2C)c(C#N)c1C	10
COc1ccc(Cl)cc1NC(=O)CSc1nnc(-c2ccccc2O)n1-c1ccccc1OC	14
Nc1c(C(=O)Nc2ccccc2F)sc2nc3cc4c(cc3cc12)OCCO4	15
CCN(CC)CCN(Cc1cc2c(C)ccc(C)c2[nH]c1=O)C(=O)Nc1ccc(Cl)cc1	11
COc1ccc(C2(O)CCN(C(=O)Cc3ccc(OC)c(OC)c3)CC2)cc1	6
C#CCOCCOCCOCCNc1nc(N2CCN(C(=O)C([C@@H](C)CC)n3cc(C(N)CC(C)C)nn3)CC2)nc(N2CCN(C(=O)[C@H](CCCCN)n3cc(C(N)COC(=O)C(F)(F)F)nn3)CC2)n1 (stereo partly specified)	9
O=C1C(=O)N(CCOCCO)C(c2ccccn2)/C1=C(/O)c1ccccc1 (stereo unspecified)	9
CCC(=O)N(CCc1ccccc1)Cc1cc2cc(C)cc(C)c2[nH]c1=O	11
CN(Cc1cc(Br)cc(Br)c1N)C1CCCCC1	9
CCn1c(N2CCC(C(=O)NCc3ccc4c(c3)OCO4)CC2)nc2ccccc21	6
CCc1nnc(NC(=O)CCC(=O)N2CC3(C)CC2CC(C)(C)C3)s1 (stereo unspecified)	9

(next part)
SMILES	EP2 antag
CCOc1ccccc1NC(=O)c1sc(NC(=O)c2cccc(C)c2)c(C(=O)OC)c1C	9
CC(C)c1c(O)nc(SCC(=O)Nc2ccc(F)cc2)[nH]c1=O	17
CC1=C(C(=O)Nc2ccc(C)c(C)c2)C(c2cccs2)NC(=O)N1 (stereo unspecified)	13
COc1ccc(CNC(=O)CN2C(=O)COc3ccc(C)cc32)cc1	14
COc1ccc(-c2oc3cc(O[C@H]4O[C@H](CO)[C@@H](O)[C@H](O)[C@H]4O)c(OC)c(O)c3c(=O)c2OC)cc1O	11
Cc1cccc(N(CC(=O)NC2CCCC2)C(=O)CCC(=O)Nc2ccccn2)c1	8
CCCC(=O)Nc1nnc(SCC(=O)NC2CCCC2)s1	6
Cc1cc(C)c(S(=O)(=O)N(C)CC(=O)N2CCC(C)CC2)c(C)c1	12
O=C(NC1CCCCC1)c1ccccc1NS(=O)(=O)c1cccs1	3
C[C@H](Oc1ccc(Oc2cnc3ccc(Cl)cc3n2)cc1)C(=O)O	46*
O=S(=O)([O-])CCc1cccc[n+]1CC(O)COc1ccccc1Cl (stereo unspecified)	6
CC1=[N+](CC(=O)c2ccc(C)cc2)CCn2c(C)ccc21	11
O=C(O)CSc1nnc(COc2ccccc2)o1	4
Cc1ccc2oc(=O)n(CC(=O)NCCN3CCc4ccccc43)c2c1	10
CC(=O)c1cccc(NC(=O)c2oc3ccccc3c2C)c1	18
CCOc1ccc(NC(=O)CSc2nnc(NC(=O)C3CC3)s2)cc1	11
COc1ccc(N(CC(=O)N2CCCCC2)S(=O)(=O)c2ccc(F)cc2)cc1	10
CC1(C)CC(=O)C2=C(C1)Nc1nc(C(F)(F)F)nn1C2c1ccccc1 (stereo unspecified)	8
Cc1ccc2[nH]c(=O)c(CN(C3CCCCC3)S(=O)(=O)c3ccccc3Cl)cc2c1	7
Cc1cc(=O)c2c(O)cc(O)c(C)c2o1	7
Cc1cccc(NS(=O)(=O)c2ccc3c(c2)oc(=O)n3C)c1C	19
CCOc1nc(N)c(C#N)c(-c2ccccc2OC)c1C#N	14
N#Cc1c(NC(=O)C(F)(F)F)sc2c3c(=O)c4ccccc4c(=O)c=3oc3ccccc3c12	42*
CCN(C(=O)C1CC1)c1nc(-c2ccc(Cl)cc2)cs1	6
OC1(CC#CCN2CCC(c3ccccc3)C2)c2ccccc2-c2ccccc21 (stereo unspecified)	14
COCCCN1C(=O)C(O)=C(C(C)=O)C1c1ccc(C(C)C)cc1 (stereo unspecified)	13
CC(C)=CCC12Oc3cc(O)ccc3C1(O)Oc1cc(O)c([C@H]3C=C(C)CC(c4ccc(O)cc4O)[C@H]3C(=O)c3ccc(O)cc3O)c(O)c1C2=O (stereo partly specified)	22
COc1cccc(C2(NC(=O)c3cc4ncc(C(C)=O)c(C)n4n3)CCCC2)c1	9
CC1CCC(C(=O)O)([C@H](Br)C(=O)O)CC1 (stereo partly specified)	8
CC(CS(=O)(=O)c1ccc2ccccc2c1)N1CCCCCC1 (stereo unspecified)	9
CC(C)N1CCCc2cc(CN)ccc21	10
CN(Cc1cccc2ccccc12)Cc1cccc2ccccc12	9
C=CCn1c(SC/C=C(\C)Cl)nc2c1c(=O)n(C)c(=O)n2C	20
COc1cc(C(O)CO)ccc1O (stereo unspecified)	16
COC(=O)c1ccc(C2C(C#N)=C(N)OC(C)=C2C(=O)OC(C)C)cc1 (stereo unspecified)	12
Cc1ccc(C)c(NC(=O)CSC2=NCCS2)c1	6
CC(=O)NNC(=O)CSc1nc2cc3c(cc2cc1C)OCCO3	4
N#CCN1CCN(c2ncnc3sc4c(c23)CCCC4)CC1	13

Reformatted with each value named: 4 of the compounds above.
SMILES: CC(C)N1CCCc2cc(CN)ccc21
- EP2 antag: 10
SMILES: CN(Cc1cccc2ccccc12)Cc1cccc2ccccc12
- EP2 antag: 9
SMILES: C=CCn1c(SC/C=C(\C)Cl)nc2c1c(=O)n(C)c(=O)n2C
- EP2 antag: 20
SMILES: COc1cc(C(O)CO)ccc1O (stereo unspecified)
- EP2 antag: 16

Screening data from PubChem BioAssay.
